From PubChem BioAssay
PKA-R2B act – activators of human PKA-R2B complex. P22694+P31323. PKA-R2B holoenzyme dissociation, Cy5-IP20 fluorescence polarization; R2B truncated from residue 108, S112A mutant; 0% DMSO only, 100% 113 µM cGMP. activation, % at 11.4 µM. 0.079% of 340,000 active. AID 504700;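 active = activation above a cutoff set at the mean over all compounds plus 3 SD, cut at about 18% in these data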;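 also: higher means more holoenzyme dissociation and a rise in polarization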
Target sequence (P31323 whole entry, looked up, other chains not shown, the tested form may be a part): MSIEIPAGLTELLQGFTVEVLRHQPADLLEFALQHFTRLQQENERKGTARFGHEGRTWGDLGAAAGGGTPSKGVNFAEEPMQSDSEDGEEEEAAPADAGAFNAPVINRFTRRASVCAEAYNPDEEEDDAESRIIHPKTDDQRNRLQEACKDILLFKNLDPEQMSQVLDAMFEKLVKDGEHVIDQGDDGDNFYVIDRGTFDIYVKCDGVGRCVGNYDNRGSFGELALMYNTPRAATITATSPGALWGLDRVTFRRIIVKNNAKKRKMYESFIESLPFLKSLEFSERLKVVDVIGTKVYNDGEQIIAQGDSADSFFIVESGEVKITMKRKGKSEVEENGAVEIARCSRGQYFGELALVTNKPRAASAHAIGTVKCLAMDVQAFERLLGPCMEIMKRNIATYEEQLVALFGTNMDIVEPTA
PvdQ inh – P. aeruginosa PvdQ acylase inhibition | purified PvdQ acylase, fluorescence plate reader | inhibition, % at 10 µM | 0.063% of 340,000 active | AID 488965; in the data active = inhibition above about 30%, passing the limit was not always enough; inconclusive = no clear call, values can overlap the other calls;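 also: 0% = vehicle neutral wells and 100% = reference inhibitor wells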
DAGLB inh – diacylglycerol lipase beta (human) inhibition | inhibition, % at 5.17 µM | 0.059% of 340,000 active | Q8NCG7 | HEK293T DAGLB membrane lysate, EnzChek fluorogenic substrate; in the data active = inhibition above about 34%;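 also: 0% = enzyme with vehicle and 100% = wells lacking enzyme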
SR-BI HDL uptake – inhibitors of mouse SR-BI mediated HDL lipid uptake | inhibition, % at 12.5 µM | ldlA[mSR-BI] CHO cells, DiI-HDL uptake fluorescence, 3 h | 0.96% of 320,000 active | AID 488896;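 active = mean replicate inhibition of at least 70% and a set share of replicates each scoring 70 or more; inconclusive = meets just one of the two criteria; inactive = fails both criteria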;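 also: 0% = median of neutral control wells and 100% = median of positive control wells; values of inactives mirror those of a sister screen read the other way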
Target sequence (Q61009 whole entry, looked up): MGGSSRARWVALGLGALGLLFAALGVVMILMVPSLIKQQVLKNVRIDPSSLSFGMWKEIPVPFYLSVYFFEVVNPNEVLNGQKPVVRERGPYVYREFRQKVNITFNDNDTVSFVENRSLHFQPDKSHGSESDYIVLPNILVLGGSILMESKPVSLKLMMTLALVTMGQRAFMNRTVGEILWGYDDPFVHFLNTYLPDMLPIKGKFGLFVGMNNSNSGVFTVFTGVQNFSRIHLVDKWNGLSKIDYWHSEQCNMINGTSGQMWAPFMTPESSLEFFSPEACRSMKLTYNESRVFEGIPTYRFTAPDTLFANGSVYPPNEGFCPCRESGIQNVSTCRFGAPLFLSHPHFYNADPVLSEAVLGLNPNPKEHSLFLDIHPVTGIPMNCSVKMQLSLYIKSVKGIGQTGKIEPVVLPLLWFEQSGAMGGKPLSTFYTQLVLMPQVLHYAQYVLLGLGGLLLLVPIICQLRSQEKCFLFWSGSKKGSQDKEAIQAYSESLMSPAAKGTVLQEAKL
Keap1-Nrf2 PPI – inhibitors of human Keap1-Nrf2 protein-protein interaction; Q14145; Keap1 Kelch-Nrf2 peptide fluorescence polarization, 1536-well; inhibition, % at 9.4 µM; 0.15% of 340,000 active; AID 504523; in the data active = inhibition above about 12%; inconclusive = no clear call, values can overlap the other calls; inactive = below about 7.3%;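 also: human Keap1 Kelch domain with fluorescein labeled Nrf2 9mer peptide probe; 0% = neutral control wells and 100% = peptide positive control; higher means more block of Keap1 binding to Nrf2 peptide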
C-LANA FP – KSHV C-LANA DNA binding inhibition; MBP-C-LANA/FAM-LBS DNA binding, fluorescence polarization; 0.078% of 340,000 active; inhibition, % at 9 µM;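 active = highest replicate inhibition at or above 60% at 9 µM, even if other replicates fall short; inactive = all replicates below 60% inhibition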;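 also: 0% = neutral control wells and 100% = 4 µM acridine orange control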
NSD2 inh – NSD2 (human) methyltransferase inhibition; O96028; NSD2 peptide methylation, AlphaScreen, 120 min; inhibition, % at 12.5 µM; 0.54% of 310,000 active; in the data active = inhibition above about 50%
Cardiac RTF inh – cardiac RTF calcium desensitization | P19429+P45379 | IANBD-labeled cardiac RTF, Ca2+ fluorescence | inhibition, % at 7.15 µM | 0.12% of 340,000 active | AID 493244;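 active = inhibition above the mean inhibition of all tested compounds plus 3 SD, cut at about 17% in these data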;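 also: assay run at fixed EC70 calcium of 1.6 mM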
Arrestin-AP2 inh – blocks beta-arrestin peptide binding to AP2 adaptin | inhibition, % at 10 µM | 0.31% of 340,000 active | FITC-arrestin peptide / GST-AP2 beads, flow cytometry; AP2 beta2 appendage carries R879A mutation;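 active = inhibition above a set limit, near 3 SD of compounds lacking own fluorescence, cut at about 54% in these data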;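 also: plate controls were DMSO wells for no effect and 5 µM unlabelled arrestin peptide for full effect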
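System: GST-AP2 R879A glutathione beads | Also added: FITC-arrestin peptide, 50 nM | Times: 12 min plus 1 h, RT | Signal: Bead flow cytometry, FITC channel | Buffer or medium: PBS with 0.05% Tween 20 and 0.1% BSA | Read-out basis: Percent drop in bead-associated FITC signal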
SR-BI DiI-HDL act – activators of SR-BI mediated HDL lipid uptake; CHO ldlA[mSR-BI] cells, DiI-HDL uptake fluorescence, 3 h; 100 = double the neutral-control signal; activation, % at 12.5 µM; 0.096% of 320,000 active; AID 504775;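 active = mean replicate activation of at least 60% and every replicate at or above 60%; inconclusive = mean or all-replicate condition met, but not both; inactive = mean below 60% and not all replicates reaching 60%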;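 also: 0% = median plate neutral-control signal and 100% = twice that signal; values of inactives mirror those of a sister screen read the other way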
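material = CHO ldlA[mSR-BI] cells | medium = Ham's F12 with 0.5% BSA, HEPES 25 mM, pH 7.4 | reagent = fluorescent DiI-HDL, 10 µg/mL final | compound dosing = single-point compound dose | incubation = 3 h, 37 °C | measured by = bottom-read fluorescence, 550/595 nm | measure = HDL uptake via cellular fluorescence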
Starred values were filed as active, the others as inactive; ? = inconclusive; / = no result given; & = joins results of further samples.

SMILES	PKA-R2B act	PvdQ inh	DAGLB inh	SR-BI HDL uptake	Keap1-Nrf2 PPI	C-LANA FP	NSD2 inh	Cardiac RTF inh	Arrestin-AP2 inh	SR-BI DiI-HDL act
C=CCN(CC(O)c1cccc([N+](=O)[O-])c1)C(C)CCc1ccccc1 (stereo not drawn)	-1	-8	-6	-26	-1	-1.0	10	6	2	26
COc1ccccc1OCCOCCOc1ccccc1Cl	7	-11	-7	2	1	0.3	-4	-4	-14	-2
c1ccc2c(c1)OCc1cn[nH]c1-2	-9	3	0	/	1	1.6	1	-10	28	/
COc1cccc(NC(=O)CSc2nnc(Cn3nnc4ccccc43)n2C)c1	-5	1	0	-11	-4	0.2	-2	8	26	11
CCC1(C)Cc2ccccc2-c2c1c(=O)n(Cc1ccccc1)c1nnnn21 (stereo not drawn)	0	1	0	-8	0	4.4	5	-6	3	8
CCOc1nc(-c2ccccc2)ccc1-c1noc(-c2ccncc2)n1	1	-14	0	-11	-2	-0.8	16	-17	1	11
CCOC(=O)N1CCN(Cc2nc3c(c(=O)[nH]c(=O)n3C)n2Cc2cc(C)ccc2C)CC1	5	-13	2	-13	-4	-0.3	4	7	7	13
O=C(O)c1cccc(Sc2cc(Cl)ccc2C(=O)O)c1	1	5	0	-10	1	0.6	/	-2	24	10
Cc1ccc(NC(=O)C2CCN(C(=O)c3ccccc3C)CC2)nc1	-3	-3	-2	5	-2	1.5	-2	-4	16	-5
O=C(Nc1cccc(-c2nnc(-c3ccccc3)o2)c1)C1CCCCC1	4	-9	-2	48	-3	-2.7	-1	-7	11	-48
c1ccc(CC2CCN(Cc3nc(-c4ccccc4)no3)CC2)cc1	-3	-5	-9	-16	-7	-0.8	0	-5	0	16
Cc1nn(Cc2ccc(C(=O)NC(C)(C)C)o2)c(C)c1Br	-3	-8	-7	25	-5	0.6	3	-1	-2	-25
CCn1c(SC)nnc1-c1nn(-c2ccccc2)ccc1=O	-12	8	0	-10	-3	-1.1	-3	1	-12	10
O=C(CSc1ccc2c(c1)OCCO2)Nc1ccc(Br)cn1	2	-6	-9	2	2	1.1	1	-2	-10	-2
CC(C)n1cc(CN2CCC(Oc3ccc(C(=O)N4CCCCC4)cc3)CC2)cn1	0	3	1	-5	1	-0.1	6	-4	2	5
O=C(NCC(c1ccco1)N1CCCC1)c1ccccc1F (stereo not drawn)	-2	-3	-1	-11	-2	-0.3	2	-3	0	11
Cn1nc(C(=O)OCCN2C(=O)c3ccccc3C2=O)c2ccccc2c1=O	-21	-13	-3	6	1	1.0	-7	-10	1	-6
S=C(NCc1ccco1)N1CCN(Cc2ccco2)CC1	4	-7	2	-13	3	1.8	0	-2	-10	13
Cc1ccc(S(=O)(=O)N(C)C)cc1NC(=O)COC(=O)/C=C/c1cnc2ccccc2n1	6	-12	0	-6	-6	-0.4	4	-6	-22	6
COc1ccc(S(=O)(=O)N(CC(=O)NN=C2CCN(C)CC2)c2ccc(C)cc2)cc1OC	-1	4	-1	-4	-9	0.7	0	2	22	4
COc1ccc(N(C(=O)c2ccncc2)S(=O)(=O)c2cccs2)cc1	1	-3	-2	/	-1	-0.1	0	-2	8	/
CCCNC(=S)Nc1ccc(CC(=O)OC)cc1	-12	-20	1	-12	-3	0.4	4	-11	-2	12
C=CCn1c2ccccc2c(=O)c2cc(C#Cc3ccccn3)ccc21	-6	-28	-1	?	-2	2.6	/	-12	-7	-72
Cn1c(=N)n(CC(=O)c2ccc(Br)s2)c2ccccc21	-5	-2	0	8	-4	0.2	1	0	27	-8
COc1ccccc1CSc1nc2c(c(=O)n(C)c(=O)n2C)n1C	-4	-3	-3	12	5	-1.6	-1	2	27	-12
CCOC(=O)c1sc(NC(=O)c2sc(C)nc2C)nc1C	-6	7	0	11	8	0.3	-3	-1	3	-11
CCn1c2ccccc2c2cc(N=C3SC(CC(=O)Nc4ccccc4)C(=O)N3C)ccc21 (stereo not drawn)	3	-13	-5	48	-3	-1.2	-3	7	-6	-48
Cc1ccc(-c2nc3cccnc3s2)cc1NS(=O)(=O)c1ccc2c(c1)OCCO2	-11	-6	-3	-26	-5	-1.0	/	-10	-5	26
O=C(CCS(=O)(=O)c1ccc(Cl)cc1)Nc1nccs1	9	7	-1	-20	-1	-1.5	-3	9	33	20
O=C1c2ccccc2C(=O)N1S(=O)(=O)c1ccccc1	-6	-9	0	-23	-1	0.1	0	-3	-26	23
COC(=O)c1ccc(Sc2ccc(C)cc2)c(N)c1	7	-7	-6	-9	2	1.0	-2	-9	4	9
CC(=O)C1=C(c2ccccc2)OC(N)=C(C#N)C1c1ccc(O)cc1 (stereo not drawn)	-13	5	-2	-10	-1	-1.2	1	-4	-3	10
S=C1NC(c2ccccc2)N2C(=S)NC(c3ccccc3)N12 (stereo not drawn)	0	-6	-1	5	-1	-0.7	0	0	1	-5
Cc1sc(-c2cccnc2)nc1OC(=O)C1CC1	-3	-14	-3	3	-3	1.0	15	7	8	-3
Cc1cc(C)c2c(=O)[nH]cnc2n1	3	1	0	0	-1	-1.7	1	1	5	0
O=C(Cn1cnc2c(nnn2Cc2ccccc2)c1=O)NCc1ccccc1Cl	-6	-11	0	19	-1	1.0	-1	-2	1	-19
CCOC(=O)N1CCC(NC(=O)c2cc(-c3ccc(F)cc3)[nH]c2C)CC1	5	-16	1	3	-4	-0.7	4	-16	3	-3
NC(=O)c1cc(S(=O)(=O)NCc2ccccc2)cs1	-3	-11	1	15	-1	-0.8	-1	-7	0	/
O=C(CCCCCCCC(=O)c1ccccc1)c1ccccc1	-7	-1	-14	1	-2	0.4	-5	2	15	9
C=CCn1c(SCC(=O)NC2CCS(=O)(=O)C2)nc2scc(C3CC3)c2c1=O (stereo not drawn)	-19	-16	-2	13	-6	-0.2	-8	-1	-2	-13
COc1cccc(OCc2nn[nH]n2)c1	-5	-8	0	-14	1	0.5	1	0	-17	14
COc1cc(OC)c(OC)cc1CNC(=O)c1ccc(S(=O)(=O)N2CCCCC2)cc1	2	7	-2	24	-5	-0.9	0	0	13	-24
CC1CCN(C(=O)COC(=O)CSc2ccc(C(N)=O)cc2[N+](=O)[O-])CC1	-19	-1	3	-29	-4	-0.4	2	17*	-11	29
CCCn1c(N)c(C(=O)CSc2nnc(C3CC3)n2C2CC2)c(=O)[nH]c1=O	-7	4	-2	-15	2	2.5	-1	3	16	15
COc1ccc2[nH]cc(/C=C(/C#N)S(=O)(=O)c3ccccc3)c2c1	-6	-22	-5	6	-2	-1.5	-10	-4	5	-6
CCn1cc(C(=O)NCCC(=O)OC)c(=O)c2cc3c(cc21)OCO3	-5	-11	-1	18	-1	-7.2	8	-4	-8	-18
CCOn1c(=O)c(-c2ccc(C)cc2)[n+]([O-])c2ccccc21	-6	-6	0	28	-2	-1.1	-5	-2	-12	-28
C=C(CC)C(=O)c1ccc(OCC(=O)O)c(Cl)c1Cl	2	-1&5	8	-2&-16	-11	-2.5	/	9	0	2&16
CSc1cccc(NC(=O)C2CCCN2S(=O)(=O)c2ccc(Br)s2)c1 (stereo not drawn)	-3	-13	-6	9	-5	1.1	-7	-1	10	-9
CSc1ccccc1NC(=O)CSc1nncs1	7	-15	3	-12	-6	1.5	/	-15	0	12
COc1ccc(N2CCN(C(=O)c3ccc(C)cc3Cl)CC2)cc1	-5	3	4	-9	0	-1.8	/	5	-2	9
NNc1cc([N+](=O)[O-])cc2c1C(=O)N(Cc1ccccc1)S2=O (stereo not drawn)	4	-10	16	-9	-3	-1.6	44	0	3	9
CCCN1CCC(=O)N([C@H](CSc2ccc(C)cc2)Cc2ccccc2)CC1	-6	-4	-5	-1	-1	1.4	/	-3	-4	1
COc1ccc(C(=O)/C=C/N2CCCCC2)cc1OC	-6	0	3	-14	0	2.3	3	-4	20	14
COc1ccc(CNC(=O)[C@]2(C)CCC[C@@]3(C)C4CC[C@@]5(C)C[C@]4(CCC32)CC5=O)cc1 (stereo partly drawn)	18	13	-7	-16	3	-3.9	/	7	29	16
Cc1cc2c(c(=O)o1)C(Cc1ccccc1)C(C#N)=C(N)O2 (stereo not drawn)	-8	-6	1	-17	-4	-0.4	2	2	-1	17
Cc1csc(N(C(=O)CCNC(=O)c2ccc([N+](=O)[O-])cc2)c2ccccc2)n1	-7	0	1	-11	-3	-0.5	3	4	12	11
Cc1ccc(NCc2nnc(SCC(=O)NCc3ccco3)n2CC2CCCO2)cc1Cl (stereo not drawn)	-9	1	3	-10	-3	-1.1	/	-13	22	10
O=C(NCC1CCCO1)C1c2ccccc2C(=O)N1C1CCCCCC1 (stereo not drawn)	-6	-9	-1	-37	0	-0.9	-4	1	-3	37
Cc1cc(C(=O)NC2CCCN(Cc3ccc(Cl)cc3)C2)no1 (stereo not drawn)	6	-11	-1	6	-3	0.7	-4	-6	-1	-6

The list continues.
SMILES	PKA-R2B act	PvdQ inh	DAGLB inh	SR-BI HDL uptake	Keap1-Nrf2 PPI	C-LANA FP	NSD2 inh	Cardiac RTF inh	Arrestin-AP2 inh	SR-BI DiI-HDL act
Cc1csc(=Nc2ccccc2)n1CCO	-9	9	-1	-43	1	1.6	-1	-4	-3	43
CN(C)c1ccc(/C=N/Nc2nncc3ccccc23)cc1	-13	-3	2	1	-2	1.2	-1	-21	32	-1
O=C(Cn1cnc2c(cnn2-c2ccccc2)c1=O)Nc1cc(S(=O)(=O)N2CCOCC2)ccc1Cl	-6	-18	-1	8	-10	-0.3	0	-17	-4	-8
COc1ccc(OCc2nn3c(-c4ccco4)nnc3s2)cc1	-8	-5	-1	-10	1	-0.7	1	3	17	10
O=C(CCS(=O)(=O)c1cccc2nsnc12)NCc1ccccc1	0	-8	1	-17	4	0.9	0	-11	2	17
CC(NC(=O)/C=C/c1cnc2ccccc2n1)C12CC3CC(CC(C3)C1)C2 (stereo not drawn)	-16	-3	-4	1	-3	-0.9	-2	-8	-20	-1
Cc1c(C=O)c2ccccc2n1CC(=O)NC(C)c1ccccc1 (stereo not drawn)	-9	-3	-3	-16	0	-2.8	0	-14	-5	16
O=C(Nc1ccc(NC(=O)C2CC2)nc1)c1ccccc1F	2	-14	-1	/	2	1.2	-7	1	6	/
C#CCOCCOCCOCCNc1nc(N2CCN(C(=O)[C@H](CCCCN)n3cc([C@@H](N)CO)nn3)CC2)nc(N2CCN(C(=O)[C@H](Cc3ccc(O)cc3)n3cc([C@@H](N)CC(C)C)nn3)CC2)n1	-7	-9	0	-22	-6	-2.3	/	0	4	22
